Screens deposited in PubChem by Broad Institute.
INS-1E GSIS act – primary screen for activators of insulin secretion dependent on glucose, INS-1E cells, GLuc reporter luminescence | INS-1E GLuc reporter insulin secretion, 2-3 h | activation, % at 16.6 µM | 370,000 compounds, 0.61% hits | AID 743287;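 active = lowest replicate activation of at least 40%, so every replicate reaches that level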;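 also: 0% = median of neutral control wells and 100% = median of IBMX positive control wells; some compounds called inactive have numbers as strong as hits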
E-sel inducer – induces E-selectin expression in human endothelial cells. activation, % at 7.58 µM. 260,000 compounds, 0.37% hits. P16581. HUVEC E-selectin immunofluorescence imaging; normalized: neutral wells 0, TNF-alpha wells 100;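 active = mean E-selectin-positive cell signal at least 10% of the positive control, reached in at least 60% of replicates, without over 20% cell loss; inconclusive = no rule given, readout overlaps actives, possibly toxicity-flagged; inactive = the rest, including those meeting only one limit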;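 also: in these data hits start at about 27%; measured in HUVEC primary endothelial cells; signal is the percent of cells scored E-selectin positive by PE staining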
Target sequence (P16581 whole entry, looked up): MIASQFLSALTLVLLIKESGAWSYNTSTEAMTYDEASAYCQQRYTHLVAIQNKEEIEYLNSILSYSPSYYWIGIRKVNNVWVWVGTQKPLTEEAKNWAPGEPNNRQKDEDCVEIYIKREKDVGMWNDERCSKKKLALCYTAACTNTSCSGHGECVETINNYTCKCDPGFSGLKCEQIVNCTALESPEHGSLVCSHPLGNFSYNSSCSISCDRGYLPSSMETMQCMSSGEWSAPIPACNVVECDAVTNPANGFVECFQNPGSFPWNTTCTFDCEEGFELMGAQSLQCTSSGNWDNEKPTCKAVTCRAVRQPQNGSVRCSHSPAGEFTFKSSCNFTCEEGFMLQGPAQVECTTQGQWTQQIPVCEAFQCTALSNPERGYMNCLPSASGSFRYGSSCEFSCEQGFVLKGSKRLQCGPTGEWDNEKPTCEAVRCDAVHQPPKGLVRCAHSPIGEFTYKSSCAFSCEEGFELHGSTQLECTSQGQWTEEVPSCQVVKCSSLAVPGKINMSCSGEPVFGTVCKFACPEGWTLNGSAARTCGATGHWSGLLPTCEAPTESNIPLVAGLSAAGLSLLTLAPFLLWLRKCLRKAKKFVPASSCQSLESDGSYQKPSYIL
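Test system: HUVEC | Signal: Immunofluorescence imaging | Read-out: Percent E-selectin-positive cells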
XiGFP reactiv – activators of X-chromosome reactivation in mouse fibroblasts; AID 743238; activation, % at 7.58 µM; 360,000 compounds, 0.055% hits; XiGFP mouse fibroblasts, % GFP-positive cells imaging, 3 d; cells co-treated with 5-aza-dC sensitizer; scaled so ellipticine positive control = 100%;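 active = mean normalized replicate activation at least 10% and every replicate at or above 10%; inconclusive = only one of the two criteria met; inactive = mean below 10% and not all replicates reach 10%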;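 also: 0% = median of on-plate neutral control wells and 100% = ellipticine 6 µM median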
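Material: SV40-immortalized XiGFP fibroblast cells, line 68-5-11 | Buffer or medium: DMEM containing 5-aza-dC | Dosing: One concentration, pinned | Times: 3 d treatment, 15 min room-temperature fixation | Controls: Ellipticine 6 µM positive control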
CFTR F508del cor – correctors of CFTR F508del function in bronchial epithelial cells | 350,000 compounds, 0.36% hits | CFBE cells, YFP halide quenching; stimulated with forskolin plus potentiator P3; % fluorescence drop versus neutral controls | activity (quench increase), % at 7.58 µM;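 active = mean added fluorescence quench of at least 8% versus neutral control, with both replicates also reaching 8%; inconclusive = only one of the mean or replicate conditions met; inactive = mean below 8% and not both replicates reaching 8%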;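 also: cells transiently co-express mutant CFTR-F508del with the halide-sensitive YFP; corrector assay measuring rescue of mutant channel to the surface after 24 h compound exposure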
CASP6 VEID inh – caspase-6 (human) enzyme inhibition; 350,000 compounds, 0.53% hits; inhibition, % at 12.5 µM; AID 686996; purified caspase-6, Z-VEID-R110 cleavage fluorescence; P55212;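 active = mean inhibition across replicates at least about 35%, with every replicate also reaching that limit, limit read from the data; inconclusive = only one of the two criteria met; inactive = neither criterion met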;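 also: 0% = median of neutral control wells and 100% = no fluorescence left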
DENV2 CPE rescue – inhibitors of DENV2 cytopathic effect; 350,000 compounds, 1.7% hits; CPE inhibition, % at 9.99 µM; DENV2-infected cells, cytopathic effect rescue, plate reader; AID 651640; in the data active = CPE inhibition above about 20%, passing the limit was not always enough; inconclusive = no clear call, values can overlap the other calls; tested in BHK-21 cells;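 also: 0% = median of neutral control wells and 100% = median of positive control wells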
RAD52 anneal inh – inhibitors of human RAD52 DNA annealing; P43351; inhibition, % at 18.7 µM; 360,000 compounds, 0.46% hits; AID 651710; recombinant RAD52 DNA annealing, FRET fluorescence;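 active = every replicate showing at least 50% inhibition; inconclusive = mean inhibition at least 50% but not in every replicate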
Target sequence (P43351 whole entry, looked up): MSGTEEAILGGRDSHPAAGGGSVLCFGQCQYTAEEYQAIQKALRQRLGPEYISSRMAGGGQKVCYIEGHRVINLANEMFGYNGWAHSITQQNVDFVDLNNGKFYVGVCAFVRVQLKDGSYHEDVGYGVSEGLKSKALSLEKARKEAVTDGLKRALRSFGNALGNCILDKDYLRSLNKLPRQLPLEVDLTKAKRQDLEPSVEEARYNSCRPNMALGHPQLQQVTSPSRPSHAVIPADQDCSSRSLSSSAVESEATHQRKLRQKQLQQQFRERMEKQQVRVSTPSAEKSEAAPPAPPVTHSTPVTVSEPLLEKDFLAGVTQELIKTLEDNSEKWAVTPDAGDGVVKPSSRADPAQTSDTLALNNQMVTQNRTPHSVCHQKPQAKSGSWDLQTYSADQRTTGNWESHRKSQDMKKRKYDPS
RAD54 branch – blocks human RAD54 Holliday junction branch migration | FAM/BHQ fluorescence | AID 602329 | Q92698 | inhibition, % at 10.4 µM | 360,000 compounds, 0.14% hits;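 active = mean normalized replicate activity at least 40 and at least half of replicates scoring 40 or more; inconclusive = only one of the two criteria met; inactive = mean below 40 and under half of replicates reaching 40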;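 also: 0% = median of neutral control wells and 100% = median of positive control wells; inhibitors cause a drop in the FAM fluorescence signal; in these data hits start at about 50%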
The depositor's hits bear a star; ? = inconclusive; nt = not tested or not shown; & = joins results of further samples.

SMILES | INS-1E GSIS act | E-sel inducer | XiGFP reactiv | CFTR F508del cor | CASP6 VEID inh | DENV2 CPE rescue | RAD52 anneal inh | RAD54 branch
COc1cn(-c2ccccc2)nc1C(=O)Nc1ccc(C)cc1 | -22.0 | nt | 0.1 | -3.0 | 1.8 | ? | -4.9 | 5.0
Cc1cccc(C)c1NC(=O)CSc1nnc(-c2ccncc2)n1Cc1ccco1 | 15.0 | nt | nt | 0.7 | 4.5 | -4.7 | -7.9 | nt
O=C(O)c1ccc(Nc2nc(-c3ccc([N+](=O)[O-])cc3)nc3ccccc23)cc1 | 20.4 | 0.8 | 0.0 | 3.6 | -2.4 | -1.1 | -5.6 | -5.6
CCC(C)CN1C(=O)CN(S(C)(=O)=O)CC1(C)C(=O)NCc1ccccc1 (configuration not stated) | 15.8 | 0.1 | -0.1 | 0.7 | -2.0 | -8.7 | -16.7 | nt
COC(=O)c1c(NC(=O)C2CCCCC2C(=O)O)sc2c1CCCCC2 (configuration not stated) | -10.1 | nt | 0.0 | -0.1 | 6.0 | 7.8 | -11.1 | nt
O=c1c(F)cn(C2CCCO2)c(=O)n1Cc1ccc(Cl)cc1 (configuration not stated) | -16.4 | nt | 0.0 | nt | 2.5 | 3.3 | 0.3 | nt
O=C(C[C@H]1C=C[C@H](NC(=O)C2CC2)[C@H](CO)O1)NCc1ccccc1Cl | -10.0 | -0.1 | -0.4 | 0.4 | -1.9 | -7.5 | 6.9 | 1.0
CC1CCCC(NC(=O)CNC(=S)N(Cc2ccccc2)Cc2cccs2)C1C (configuration not stated) | 3.6 | -1.0 | -0.1 | 0.1 | 0.4 | 0.0 | -9.4 | nt
COc1cccc(N=C2CC(C)(C)CC(=O)/C2=C(/O)c2ccccc2)c1 | 8.6 | 10.9 | -0.1 | -1.6 | -0.3 | 3.1 | -10.8 | 5.3
N#C[C@@H]1[C@H](c2ccc(C#CC3CCCC3)cc2)[C@@H](CO)N1C(=O)c1cccc(F)c1 | -29.0 | 0.0 | 0.0 | 0.5 | 2.0 | 16.7 | -91.7 | nt
CCn1c(SCC(=O)NC2CCCC2)nnc1C(C)NC(=O)c1ccccc1F (configuration not stated) | -14.1 | 0.2 | 0.1 | -0.5 | nt | -3.2 | -13.1 | -9.8
COc1cc(OC)cc(C2=Cc3ccc(OC)cc3C(CC(C)=O)N2c2ccc(C#CC3(N)CCCCC3)cc2)c1 (configuration not stated) | 1.8 | 0.2 | -0.1 | 1.6 | 0.0 | -6.9 | -10.7 | nt
Cc1cccn2c(=O)nc(SCC(=O)NCCc3ccccc3)nc12 | 10.0 | nt | 1.0 | 1.9 | 2.3 | 3.4 | -3.9 | nt
C[C@H](CO)N1C[C@H](C)[C@@H](CN(C)Cc2ccc(Oc3ccccc3)cc2)Oc2ccc(NS(=O)(=O)c3ccc(F)cc3)cc2CC1=O | -7.3 | -0.7 | -0.7 | -4.7 | 0.3 | -0.5 | -12.1 | 0.4
O=C(c1cc2c(s1)CCCC2)n1cccn1 | nt | nt | nt | 1.2 | 0.1 | 3.0 | -15.3 | 0.0
CCNC(=O)CC1C(=O)N(c2ccc(OC)cc2)C(=O)N1CCOC (configuration not stated) | 19.9 | 35.7* | 0.0 | 2.3 | 1.3 | -5.0 | -3.5 | -4.8
CN(C)CC(c1ccccc1)c1ccccc1 | nt | nt | 0.1 | -0.4 | 1.1 | -0.1 | 8.3 | -10.4
Cc1ccc(C(=O)N2CCC(C)CC2)cc1NC1=NC2CS(=O)(=O)CC2S1 (configuration not stated) | nt | 0.2 | 0.1 | -2.6 | -3.0 | -2.0 | -17.5 | -1.5
Cc1ccc(CS(=O)(=O)c2ncc(Cl)c(C(=O)Nc3ccc(OC(F)F)cc3)n2)cc1 | 6.3 | 7.7 | 0.4 | 4.4 | 2.6 | -4.7 | -29.0 | -1.6
O=S(=O)(c1ccc(Br)s1)N1CCN(CCOc2ccccc2)CC1 | -11.5 | nt | 0.0 | -0.2 | -0.3 | -4.5 | -6.8 | 6.5
C[C@@H](NC(=O)C[C@@H]1C=C[C@H](NC(=O)CN2CCOCC2)[C@H](CO)O1)c1ccccc1 | 0.9 | -0.1 | 0.0 | -2.3 | -0.3 | 1.0 | 4.5 | 6.2
CN(CC(=O)Nc1cccc(F)c1)C(=O)Cc1n[nH]c(=O)c2ccccc12 | 5.1 | nt | 0.7 | -2.9 | -1.3 | -1.4 | -11.1 | nt
CCOc1cc(C(N)=O)cc(Br)c1OCc1ccccc1 | 3.2 | nt | 0.1 | -2.6 | -1.4 | nt | -0.1 | 7.2
Cc1cc(NC(=O)c2ccc(Cl)cc2)cc(C)c1OCC(=O)N1CCOCC1 | -2.6 | -0.1 | 0.2 | 0.9 | 1.0 | 6.8 | -3.3 | -11.2
CC(C)[C@H](CO)Nc1nc(NCc2ccc(S(N)(=O)=O)cc2)c2ncn(C(C)C)c2n1 | -16.1 | -0.8 | 0.0 | 2.4 | nt | 13.4 | -16.5 | -8.3
Cc1oc(/N=C/c2ccc(F)cc2)c(C#N)c1C | 15.9 | nt | 0.1 | -1.4 | 4.5 | -1.5 | -37.9 | -10.4
COc1ccc2c(C)cc(SC3CCOC3=O)nc2c1 (configuration not stated) | 46.0 | nt | 0.1 | nt | 0.8 | 11.8 | -11.3 | nt
COc1ccc(-n2cnnc2SCC(=O)Nc2cccc(S(=O)(=O)N3CCCCC3)c2)cc1 | nt | nt | 0.4 | 1.3 | 0.6 | -9.2 | -16.8 | 4.8
COc1ccccc1Cc1c(-c2ccc(OC)c(OC)c2)nc2ccc(Cl)cn12 | 0.0 | 0.0 | 0.0 | 4.4 | 1.5 | 1.8 | -5.7 | 1.9
COc1ccc(OC)c(-n2c(-c3ccn[nH]3)n[nH]c2=S)c1 | 5.9 | 4.9 | 0.0 | 1.8 | 1.1 | 5.8 | -12.4 | -5.7
Cc1cc(O)c(C(=O)/C=C/c2ccccc2)c(=O)o1 | 0.6 | -1.3 | 0.0 | -2.8 | -2.3 | -3.5 | -19.4 | -5.1
Cc1oc(-c2ccc(Cl)cc2)nc1CS(=O)CC(=O)NCCN1CCCCCC1 (configuration not stated) | 10.1 | nt | 0.0 | 0.6 | -71.4 | 0.0 | -23.5 | 4.8
COc1ccc(NC(=O)Nc2cccc3c2O[C@H](CN(C)C(=O)NC(C)C)[C@@H](C)CN([C@H](C)CO)C3=O)cc1 | 9.4&-18.9 | -3.2&-0.1 | 0.0&0.5 | 0.0&0.8 | -2.3&3.6 | 3.9&-0.7 | 16.1&2.6 | 5.9&8.9
CS(=O)(=O)c1ccc2nc(NC(=O)C3=NN(c4ccccc4)C(=O)CC3)sc2c1 | -15.0 | 8.3 | -0.2 | -0.1 | -0.6 | 5.8 | -17.6 | 11.8
Cc1cccc(C)c1NC(=O)CCS(=O)(=O)c1cccc2nonc12 | 59.7 | nt | 0.6 | -4.0 | 4.0 | 8.6 | -15.0 | 0.8
C[C@H](CO)N1C[C@H](C)[C@@H](CN(C)Cc2ccncc2)Oc2cc(-c3ccccc3F)ccc2S1(=O)=O | -30.7 | 0.3 | -0.8 | 2.0 | -0.2 | -9.4 | 23.2 | 1.8
COc1ccc(OC)c(NC(=O)c2ccccc2NC(=O)c2ccco2)c1 | 23.4 | nt | 0.0 | 2.2 | -1.6 | -4.7 | -2.2 | 7.0
CCN1CCN(CCCNC(=O)c2ccc3c(c2)NC(=O)c2ccccc2S3)CC1 | -2.2 | -0.1 | 0.3 | -3.0 | -48.9 | -5.1 | 14.6 | -2.8
CO[C@@H]1CN(C)C(=O)c2ccc(NC(C)=O)cc2OC[C@@H](C)N(Cc2cccc(F)c2)C[C@H]1C | -3.0 | -0.2 | 0.4 | -0.2 | 0.4 | -1.5 | 12.6 | -3.8
C[C@@H]1CN([C@H](C)CO)C(=O)CCCn2nncc2CO[C@H]1CN(C)C(=O)c1ccc(N2CCN(C)CC2)cc1 | 14.2&12.2 | -6.5&0.0 | 0.0&0.3 | -1.0&-1.6&-0.6 | -13.0&-3.1 | 4.9&-5.5 | -1.7&6.8 | 1.3&3.1
Cc1cccc2c1cnn2C(=O)CCC(=O)NC1CCCCC1 | nt | 0.0 | -0.1 | 0.7 | -0.7 | -0.6 | -4.5 | 8.5
CC(C)NC(=O)Nc1ccc2c(c1)C(=O)N([C@@H](C)CO)C[C@@H](C)[C@@H](CN(C)S(C)(=O)=O)O2 | -0.7 | 9.4 | -0.1 | 2.4 | 0.1 | -1.4 | 2.4 | -2.4
COc1ccc(NC(=O)N[C@H]2C=C[C@H](CC(=O)NC3CCC3)O[C@@H]2CO)cc1 | 8.8 | -0.4 | -0.2 | 2.6 | -0.1 | 3.9 | -6.4 | 3.0
COC(Cn1c(-c2cccc(S(=O)(=O)N(C)C)c2)n[nH]c1=S)OC | 12.9 | nt | 0.1 | 2.1 | 2.4 | 5.4 | -16.0 | nt
O=C(CO/N=C/c1ccccc1OC(F)F)NCc1ccco1 | 27.3 | 5.0 | -0.2 | 2.7 | 0.3 | -1.0 | -13.0 | -13.4
Cc1noc(C)c1NC(=O)N(C)C[C@@H]1Oc2c(NC(=O)c3ccncc3)cccc2C(=O)N([C@@H](C)CO)C[C@H]1C | 4.0 | 3.9 | 0.1 | -0.7 | -1.2 | 0.1 | 8.3 | -4.4
C[C@@H]1CN([C@H](C)CO)C(=O)c2cc(-c3cccnc3)cnc2O[C@@H]1CN(C)C(=O)C1CCC1 | 14.7 | 0.8 | 0.2 | 0.0 | 3.4 | 5.0 | 2.4 | -0.2
C[C@H]1CN([C@@H](C)CO)C(=O)Cc2cc(NC(=O)C3CC3)ccc2O[C@@H]1CN(C)C(=O)Nc1ccc2c(c1)OCO2 | 0.5 | 0.9 | 0.0 | 2.8 | -0.8 | -10.0 | -4.0 | 5.3
Cc1cc(NC(=O)c2cc(CC(C)C)on2)no1 | 15.8 | 0.2 | 0.1 | -0.6 | 1.1 | 1.9 | -3.7 | -4.4
CCOC(=O)c1c(NC(=O)N/N=C/c2ccccc2OCC)sc(C(C)=O)c1C | -3.1 | nt | 0.3 | 1.9 | 0.3 | -4.0 | -27.3 | -3.9
Next records:
SMILES | INS-1E GSIS act | E-sel inducer | XiGFP reactiv | CFTR F508del cor | CASP6 VEID inh | DENV2 CPE rescue | RAD52 anneal inh | RAD54 branch
O=C(C1CC1)N1CC(=O)N2[C@@H](CO)[C@H](c3ccc(C#CCc4ccccc4)cc3)[C@@H]2C1 | 2.0 | 0.1 | 0.0 | -1.3 | 0.7 | 44.8* | 6.2 | nt
O=C(NN1C(=O)C2CC=C(Cl)CC2C1=O)c1ccncc1 (configuration not stated) | -3.3 | 0.5 | 0.0 | 0.4 | 46.8* | 3.8 | -3.1 | -0.3
C/C(N)=C(/C#N)C(=O)COC(=O)C1Cc2ccccc2CN1S(C)(=O)=O (configuration not stated) | nt | 0.0 | 0.2 | 0.3 | 11.7 | -7.9 | -8.3 | -4.4&0.7
CSCCNC(=O)C1(C)CCN1C(=O)C/C=C/c1ccccc1 (configuration not stated) | 11.1 | 0.2 | 0.0 | -2.2 | -1.7 | -12.7 | -10.3 | -6.9
